TNAP inh pNP: human TNAP enzyme inhibitors, primary screen, biochemical, colorimetric, p-nitrophenol readout; Alkaline phosphatase, tissue-nonspecific isozyme (Homo sapiens), P05186; purified TNAP, pNPP hydrolysis, absorbance 405 nm; inhibition, % at 20 µM; 21,000 tested, under 10 active; AID 615, 2007;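 note: 0% = DMSO only wells and 100% = 1 mM levamisole wells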
Target sequence (P05186 whole entry, looked up): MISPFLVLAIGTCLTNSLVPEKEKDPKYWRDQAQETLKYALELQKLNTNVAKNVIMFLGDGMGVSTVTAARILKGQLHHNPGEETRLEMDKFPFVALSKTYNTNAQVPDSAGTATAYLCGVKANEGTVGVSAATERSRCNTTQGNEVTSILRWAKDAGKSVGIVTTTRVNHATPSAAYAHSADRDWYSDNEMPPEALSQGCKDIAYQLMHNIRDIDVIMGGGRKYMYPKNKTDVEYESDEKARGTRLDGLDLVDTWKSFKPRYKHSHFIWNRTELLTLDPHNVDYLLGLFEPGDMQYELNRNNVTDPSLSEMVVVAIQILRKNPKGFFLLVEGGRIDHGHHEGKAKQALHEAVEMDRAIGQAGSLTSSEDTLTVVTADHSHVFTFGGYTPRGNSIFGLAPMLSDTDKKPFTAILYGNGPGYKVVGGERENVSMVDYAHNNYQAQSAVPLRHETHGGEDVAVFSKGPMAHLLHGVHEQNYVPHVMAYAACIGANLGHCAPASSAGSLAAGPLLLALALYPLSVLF
TNAP inh Pi: human TNAP enzyme inhibitors, primary screen, biochemical, colorimetric, phosphate release readout. Alkaline phosphatase, tissue-nonspecific isozyme (Homo sapiens), P05186. purified TNAP, pNPP, malachite green phosphate absorbance. inhibition, % at 20 µM. 21,000 tested, under 10 active
An asterisk follows results filed as active.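 Rule for the calls: active = inhibition above 50% at the 20 µM single-dose screen; inactive = the rest.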 This is a subset. The share of hits here may be higher or lower than overall.

No.	TNAP inh pNP	TNAP inh Pi	Structure
1	-3	7	CCN(CC)c1nc2ccccc2nc1C(C#N)C(=O)NCCc1ccccc1 (stereo not given)
2	2	-14	O=C(COC(=O)Cc1ccc(S(=O)(=O)N2CCCCC2)s1)Nc1ccc2c(c1)OCO2
3	4	4	Fc1ccc(CSc2ncnc3c2oc2ccccc23)cc1
4	4	10	CCCCNC(=O)N(C)c1nncnc1C(=O)NC
5	3	10	Cc1nnc2n(-c3ccccc3)c(=O)c3c4c(sc3n12)CCCC4
6	-4	3	COc1ccc(Cc2nc(-c3ccc(Cl)cc3)no2)cc1
7	-1	-23	Cc1cc2c(N=O)c(NO)ccc2[nH]1
8	6	-6	Cc1ccccc1C(=O)Nc1ccc(Br)c(C)n1
9	0	6	O=C(Cn1c(NCCCO)nc2ccccc21)c1cccc(Br)c1
10	0	-21	COc1cccc(C(=O)CSc2nnc(CNS(C)(=O)=O)n2-c2ccc(C)cc2)c1
11	4	6	O=C(c1ccco1)N1CCN(C(=O)c2cnn3c2NC(c2cccs2)CC3C(F)(F)F)CC1 (stereo not given)
12	-2	2	Cn1c(-c2ccc(C(=O)c3ccccc3)s2)nc2ccccc21
13	4	8	Nc1ccc2oc(-c3cc(Br)ccc3Cl)nc2c1
14	-2	2	CC(=O)Nc1ccc(Oc2ccc3nc(C)[nH]c3c2)cc1
15	6	7	Cc1ccccc1OCCN1C(=O)c2ccccc2C1=O
16	-9	-3	CCOC(=O)c1cnc(-n2nc(C)cc2C)nc1Nc1ccc2c(c1)OCO2
17	3	13	COc1ccc(OC)c(NC(=O)C2CCN(S(C)(=O)=O)CC2)c1
18	4	-12	COc1ccccc1N1CCN(C(c2cccs2)c2nnnn2C2CCCC2)CC1 (stereo not given)
19	1	-8	C/C(=C\c1ccco1)C1Nc2cccc3cccc(c23)N1
20	5	-21	CC(=O)C1=C(C)NC(=O)NC1c1ccc(OC2CCCC2)cc1 (stereo not given)
21	-4	0	CCC(C)NC(=O)C1CCN(c2nc(C)cc(C)n2)CC1 (stereo not given)
22	-1	-7	O=C(NCCCCC(NC(=O)C1CCCCC1)C(=O)O)c1ccccc1 (stereo not given)
23	-2	10	Cc1cc(=O)n2[nH]c(-c3ccc(F)cc3)nc2n1
24	0	12	CCn1c(SCC(=O)N2CCCC2)nnc1-c1ccc(S(=O)(=O)N2CCCCCC2)cc1
25	-1	8	Cc1cc(C)n(-c2ccc(Cl)c(C(=O)Nc3ccc(-c4nnc5n4CCCCC5)cc3)n2)n1
26	6	2	CCOC(=O)c1ccccc1NC(=O)c1cncc(Br)c1
27	0	0	COc1ccc2nc(SCc3cnc(C)nc3N)[nH]c2c1
28	5	11	Cc1nc(=O)c(-c2ccccc2)c(C)n1-c1ccc(S(N)(=O)=O)cc1
29	0	0	N#Cc1cc(Oc2cccc3cccnc23)c(-n2nnc3ccccc32)cc1C#N
30	-1	-6	O=C(c1ccc(S(=O)(=O)N2CCC(c3nc4ccccc4[nH]3)CC2)cc1)N1CCOCC1
31	9	14	COc1ccc(C(=O)N(Cc2nc(-c3ccc(C)cc3)no2)C2CCCCC2)cc1OC
32	5	7	Cc1ccc(S(=O)(=O)Nc2nsc(N)n2)cc1
33	5	13	COc1cc2c(cc1NC(=O)CN(C)Cc1nc3ccccc3c(=O)[nH]1)oc1ccccc12
34	1	-43	CCOC(=O)C1CCN(C(=O)Cn2cc(C(=O)c3ccco3)c3ccccc32)CC1
35	0	0	CCc1nc2ccccc2c(C(=O)OC2CCOC2=O)c1C (stereo not given)
36	6	7	Cc1ccc(C(=O)Nc2ccc(O)c(C(=O)O)c2)o1
37	0	0	CCc1ccccc1OCC(=O)NC1CCCC1
38	5	12	O=C(CSc1ccc2c(c1)OCCO2)NCC1CCCO1 (stereo not given)
39	7	12	CS(=O)(=O)NC1CCN(Cc2ccccc2)CC1
40	4	9	O=C(CSCC(=O)NCc1ccco1)NCc1ccco1
41	0	6	Clc1ccccc1-c1nnn(Cc2ccc(-c3nn[nH]n3)cc2)n1
42	3	10	CCN(CC)CCCN1C(=O)C(O)=C(C(=O)c2ccc(C)o2)C1c1ccc(C)o1 (stereo not given)
43	0	0	O=C(CNCCO)NC12CC3CC(CC(C3)C1)C2
44	1	17	COC(=O)c1nc(NC(=O)C(C)C)n[nH]1
45	6	4	CCN(CC)c1ccc(NC(=O)c2cccc(C)c2OC)c(C)c1
46	-15	-8	O=C(NCCSc1ccccc1)c1ccccc1
47	-9	-13	CCCC(=O)Nc1sc2c(c1C#N)CCCC2
48	-1	3	COc1ccc(OC)c(NC(=O)CCN2CCN(c3ccccc3)CC2)c1
49	12	7	CCC(=O)Nc1cccc(NC(=O)CSc2nnc(-c3ccc(NS(C)(=O)=O)cc3)n2C)c1
50	7	7	O=S(=O)(c1ccc(OCC(O)CN2CCN(c3ccccc3O)CC2)cc1)N1CCOCC1 (stereo not given)
51	2	10	CC(C)Cc1nc(N2CCCCC2)c(C#N)c2c1CCC2
52	1	6	CCOC(=O)c1c(C)nc2c3ccccc3ccn12
53	1	-7	O=C1C2C3CCCC3=C3CCCC3C2C(=O)N1c1ccc(F)cc1 (stereo not given)
54	6	8	O=C(NC(NCc1ccccn1)(C(F)(F)F)C(F)(F)F)c1ccco1
55	4	8	Cc1c(CCC#N)c(N2CCCCC2)n2c(nc3ccccc32)c1C#N
56	4	11	O=C(c1cnn2c(C(F)(F)F)cc(-c3ccc4c(c3)OCO4)nc12)N1CCCCC1

(next part)
No.	TNAP inh pNP	TNAP inh Pi	Structure
57	2	-14	COc1cccc(C2/C(=C(/O)c3ccc(C)cc3)C(=O)C(=O)N2Cc2ccco2)c1 (stereo not given)
58	0	4	CC1(C)c2ccccc2N2CC(=O)N(CC(N)=O)C21C (stereo not given)
59	-1	14	Cc1onc(-c2ccccc2Cl)c1C(=O)Nc1ccc(-c2nnc3n2CCCCC3)cc1
60	-2	6	CCCCS(=O)(=O)Nc1ccc2ncn(C)c(=O)c2c1
61	3	2	CCN(CC)CCNC(=O)CCc1nn(C)c(=O)c2ccccc12
62	6	11	Cc1ccc(C)c(N(CC(=O)NC2CCCCC2)C(=O)CCC(=O)Nc2ccccn2)c1
63	1	4	Cc1nn2cnc3sc4c(c3c2nc1=O)CCCC4
64	0	-14	CCCC(=O)NC1C2CC3CC(C2)CC1C3 (stereo not given)
65	-1	2	Cc1cc(C(=O)CSc2nc3ccc(Cl)cc3[nH]2)c(C)n1C
66	4	8	Cc1ccc(NC(=O)CSc2nc3nc(C)cc(C)c3c(=O)[nH]2)cc1
67	-1	7	CCCOc1ccc(NC(=O)C2CC(=O)N3CCCN=C3S2)cc1 (stereo not given)
68	-2	9	CCn1c(CSc2nncn2-c2ccc(OC)cc2)nc2cc(S(=O)(=O)N(C)C)ccc21
69	-2	10	CC(c1ccccc1)C1C(C#N)=C(N)OC2=C1C(=O)CCC2 (stereo not given)
70	2	-2	O=C(NC12CC3CC(CC(C3)C1)C2)c1cccnc1
71	2	7	COCCCN1C(=O)C(=O)/C(=C(/O)c2ccc(OC(C)C)c(C)c2)C1c1ccncc1 (stereo not given)
72	1	-14	CCCC(=O)Nc1ccc(NC(=O)c2ccco2)c(OC)c1
73	1	-20	COc1cc2c(cc1OC)CN(C(=O)NS(=O)(=O)c1ccc(C)cc1)CC2
74	5	-4	Cc1nc(NC(=O)CSc2nc3cccnc3n2Cc2ccccc2)sc1C
75	3	5	Cc1ccccc1NC(=O)CSc1nnc(-c2ccoc2C)n1CCc1ccccc1
76	-2	3	COC(=O)c1ccc(Nc2nc(C)cc(=O)[nH]2)cc1
77	4	-5	Cc1ccc(C(=O)C2=C(O)C(=O)N(Cc3ccccc3)C2c2cccnc2)o1 (stereo not given)
78	-6	1	CCOC(=O)C1CCCN(CC(=O)Nc2c(C(=O)OC)[nH]c3ccc(Br)cc23)C1 (stereo not given)
79	5	9	O=C(Cc1cscn1)c1ccc(O)cc1O
80	1	6	CC(C)C[C@H](NC(=O)NCc1ccc(Cl)cc1)C(=O)O

Sorted by value in TNAP inh Pi (rising): six from the list above.
no.	mol	TNAP inh pNP	TNAP inh Pi
77	Cc1ccc(C(=O)C2=C(O)C(=O)N(Cc3ccccc3)C2c2cccnc2)o1 (stereo not given)	4	-5
74	Cc1nc(NC(=O)CSc2nc3cccnc3n2Cc2ccccc2)sc1C	5	-4
78	CCOC(=O)C1CCCN(CC(=O)Nc2c(C(=O)OC)[nH]c3ccc(Br)cc23)C1 (stereo not given)	-6	1
76	COC(=O)c1ccc(Nc2nc(C)cc(=O)[nH]2)cc1	-2	3
80	CC(C)C[C@H](NC(=O)NCc1ccc(Cl)cc1)C(=O)O	1	6
79	O=C(Cc1cscn1)c1ccc(O)cc1O	5	9

Later entries:
No.	TNAP inh pNP	TNAP inh Pi	Structure
81	4	17	Clc1ccc(OCCN2CCN(c3ncnc4sccc34)CC2)cc1
82	2	2	COC(=O)CSc1nc(C)c(C(C)=O)cc1C#N
83	4	9	O=C(Nc1ccccc1C(F)(F)F)c1cccnc1
84	4	4	CCOC(=O)c1[nH]c2ccc(Br)cc2c1NC(=O)CCN1CCN(C(=O)OCC)CC1
85	0	4	c1ccc(Cn2ncc3ccccc32)cc1
86	-11	-5	CN1C(=S)SC(/[N+]([O-])=C\c2ccco2)C1(C)C (stereo not given)
87	4	-21	Clc1ccccc1Nc1c2c(nc3ncnn13)CCC2
88	3	-14	CCOC(=O)c1c(NC(=O)CSc2nnnn2-c2ccc3c(c2)OCCO3)sc(C)c1C
89	-13	-1	CC1=C(C)C(=O)N(c2ccccn2)C1=O
90	1	4	CCN1C(=O)C(CC(=O)N2CCN(C(c3ccccc3)c3ccccc3)CC2)N(CC)C1=O (stereo not given)
91	4	-21	CCN(Cc1ccccc1)C(c1cc2cc(C)cc(C)c2[nH]c1=O)c1nnnn1CCOC (stereo not given)
92	-1	2	O=C(O)COc1cccc(NC(=O)c2ccccc2)c1
93	4	3	O=C(Nn1cnnc1)c1csc2ccccc12
94	0	0	O=C1CCC(=O)N1CCC(c1ccc(F)cc1)c1ccco1 (stereo not given)
95	3	8	Cc1onc(-c2c(F)cccc2Cl)c1C(=O)Nc1cccc(Cn2cccn2)c1
96	7	9	CCOCCCNc1nc2ccccc2[nH]1

The last four records of the part before are carried over, then new ones follow.
No.	TNAP inh pNP	TNAP inh Pi	Structure
93	4	3	O=C(Nn1cnnc1)c1csc2ccccc12
94	0	0	O=C1CCC(=O)N1CCC(c1ccc(F)cc1)c1ccco1 (stereo not given)
95	3	8	Cc1onc(-c2c(F)cccc2Cl)c1C(=O)Nc1cccc(Cn2cccn2)c1
96	7	9	CCOCCCNc1nc2ccccc2[nH]1
97	2	8	O=C(Nc1cc(=O)[nH]c2ncnn12)c1ccccc1Cl
98	0	7	COc1cccc2cc(C(=O)N(C)C)c(=O)oc12
99	4	8	COc1ccc(C)cc1S(=O)(=O)NC1CCCCC1C (stereo not given)
100	-3	0	O=C1CCCC/C1=C/Nc1ccc2c(c1)OCO2
101	-1	7	CCOc1cc(-c2c(C)c(CC)nc(N)c2C#N)ccc1O
102	0	7	CCCCn1c(SCC(=O)NCCc2ccc(OC)c(OC)c2)nc2c1c(=O)n(C)c(=O)n2C
103	-9	-8	CCOC(=O)c1nc(NCc2cccnc2)c2ccccc2n1
104	2	9	COc1ccc(C(=O)Nc2ccc(OC)c(OC)c2)cc1
105	0	0	C=CCn1c(CCNC(=O)c2cccs2)nnc1SCC(=O)Nc1cccc(C(C)=O)c1
106	1	5	N#Cc1c(-c2ccccc2Cl)cc(C2CC2)nc1N
107	0	0	CCC(C)n1cnc2c(c1=O)c1nc3ccccc3nc1n2Cc1ccccc1OC (stereo not given)
108	0	0	O=C(NCCCN1CCCC1=O)c1cccc(C(F)(F)F)c1
109	3	6	Cc1ccc(CNC(=O)c2cccc(-n3cnnn3)c2)cc1
110	1	13	COc1c(C)cccc1C(=O)Nc1ccc(N2CCN(S(C)(=O)=O)CC2)cc1
111	-1	8	CCOc1ccccc1NC(=O)CSc1nnnn1Cc1ccccc1
112	-3	0	CCC(C)[C@H](NC(=O)NCc1ccccc1Cl)C(=O)O (stereo not given in full)
113	4	7	O=C(CCC(=O)OCCCC(F)(F)C(F)(F)F)Nc1ccccc1
114	6	-5	Cc1nn(-c2ccccc2)c2nc(N)c(C#N)c(-c3ccc(F)cc3)c12
115	-8	-14	Clc1ccc2nc(CSc3nc4ccccc4o3)cn2c1
116	-1	2	CCOC(=O)c1ccc(N2C(=O)CC(N3CCN(Cc4ccccc4)CC3)C2=O)cc1 (stereo not given)
117	0	0	COc1cccc(CNc2ccc(N3CCCCC3)cc2)c1OC
118	5	10	O=C(Oc1c(CN2CCOCC2)cc(Cl)c2cccnc12)c1ccc(F)cc1
119	6	10	COc1ccc(NC(=O)CSc2nnc(CNc3ccc(F)cc3)o2)c(OC)c1
120	0	0	Cc1ccc(C2/C(=C(/O)c3ccc(OC(C)C)cc3)C(=O)C(=O)N2CCN2CCOCC2)cc1 (stereo not given)

Entries of single compounds, quoted from the list. Order of values: TNAP inh pNP, TNAP inh Pi
COc1ccc(NC(=O)CSc2nnc(CNc3ccc(F)cc3)o2)c(OC)c1 is entered as 6, 10
O=C(Oc1c(CN2CCOCC2)cc(Cl)c2cccnc12)c1ccc(F)cc1 is entered as 5, 10

(list continues)
No.	TNAP inh pNP	TNAP inh Pi	Structure
121	3	-4	CS(=O)(=O)N(CC(=O)NCCC1=CCCCC1)c1ccc2c(c1)OCO2
122	0	0	O=C(O)CCN1C(=O)c2ccc(NC(=O)c3cccs3)cc2C1=O
123	12	5	COc1c(F)c(F)c(C(=O)Nc2ccccc2N2CCN(C(C)=O)CC2)c(F)c1F
124	6	10	C=CCNc1ncnc2c1[nH]c1ccccc12
125	5	10	Cc1ccc(C#N)c(SCc2cc3c(cc2Cl)OCO3)n1
126	2	6	O=C(CC12CC3CC(CC(C3)C1)C2)N1CCCOC1
127	6	17	O=c1[nH]c(Cc2ccccc2)nc2c1oc1ccccc12

Screens deposited in PubChem BioAssay by Sanford-Burnham Center for Chemical Genomics.
